High-throughput results (PubChem)
FBW7 activator = FBW7 E3 ligase activators, primary screen, biochemical, AlphaScreen, human | normalized activity (activation), % at 26.1 µM | hit rate 0.13% among 650,000 | F-box/WD repeat-containing protein 7 (Homo sapiens), Q969H0 | AlphaScreen FBW7–phospho-cyclin E peptide binding, activator screen; in the data active = normalized activity above about 1.9%;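 also: purified mutant Fbw7 with reduced substrate affinity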
TEAD-YAP block = TEAD-YAP interaction inhibition, primary screen, TEAD-YAP interaction inhibitor project, luminescence, HEK-TIYL cells; TEAD-Gal4/YAP UAS-luciferase luminescence; inhibition, % at 9.12 µM; hit rate 1.4% among 640,000; in the data active = inhibition above about 32%;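 also: 0% = median of test compound wells and 100% = reference inhibitor wells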
MITF primary = MITF inhibitors, primary screen, biochemical, AlphaScreen, human; AlphaScreen MITF homodimerization, bead proximity signal; inhibition, % at 2.6 µM; hit rate 0.91% among 650,000; AID 1259374, 2018; in the data active = inhibition above about 50%;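 also: 0% = vehicle wells with protein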
Target sequence (O75030 whole entry, looked up): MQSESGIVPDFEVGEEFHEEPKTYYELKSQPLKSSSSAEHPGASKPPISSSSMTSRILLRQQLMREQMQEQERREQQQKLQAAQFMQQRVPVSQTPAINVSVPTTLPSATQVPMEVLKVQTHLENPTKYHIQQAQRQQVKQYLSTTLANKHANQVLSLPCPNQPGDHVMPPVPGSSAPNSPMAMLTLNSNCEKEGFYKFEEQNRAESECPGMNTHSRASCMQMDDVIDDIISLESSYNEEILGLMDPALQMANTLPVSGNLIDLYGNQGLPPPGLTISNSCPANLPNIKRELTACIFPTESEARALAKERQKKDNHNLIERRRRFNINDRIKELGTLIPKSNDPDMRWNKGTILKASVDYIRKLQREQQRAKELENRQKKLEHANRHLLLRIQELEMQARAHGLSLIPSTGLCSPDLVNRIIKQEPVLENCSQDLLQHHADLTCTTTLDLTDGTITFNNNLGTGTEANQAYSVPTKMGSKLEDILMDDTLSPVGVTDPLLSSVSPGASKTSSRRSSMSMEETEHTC
GPR151 activ = activators of human GPR151, primary screen, cell-based, PathHunter beta-arrestin, luminescence. AID 1508602, 2020. activation, % at 11.2 µM. G-protein coupled receptor 151 (Homo sapiens), Q8TDV0. hit rate 1% among 650,000. PathHunter beta-arrestin GPR151 cells; in the data active = activation above about 4.9%;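 also: 0% = median of compound wells and 100% = cells with positive control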
Target sequence (Q8TDV0 whole entry, looked up): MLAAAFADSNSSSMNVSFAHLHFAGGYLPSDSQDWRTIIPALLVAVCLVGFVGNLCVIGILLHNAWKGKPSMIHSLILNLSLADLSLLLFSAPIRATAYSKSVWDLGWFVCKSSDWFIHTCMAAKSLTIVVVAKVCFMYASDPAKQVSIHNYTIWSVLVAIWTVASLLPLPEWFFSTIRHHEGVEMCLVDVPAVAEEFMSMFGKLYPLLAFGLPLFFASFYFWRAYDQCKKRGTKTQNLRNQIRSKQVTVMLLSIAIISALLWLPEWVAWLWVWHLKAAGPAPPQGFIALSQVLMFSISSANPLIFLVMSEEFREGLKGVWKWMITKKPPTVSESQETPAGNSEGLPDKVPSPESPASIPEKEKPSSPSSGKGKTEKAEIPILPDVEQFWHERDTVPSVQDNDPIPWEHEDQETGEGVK
Starred values were filed as active, the others as inactive; & = joins results of further samples.

CCOC(=O)C1=C(C)N=C2SCCC(=O)N2C1c1ccc(OCC)c(OC)c1 (stereo not drawn) was read as FBW7 activator 0.2, TEAD-YAP block -0.3, MITF primary 2.2 and GPR151 activ -1.0.
Screening COc1ccc(C(=O)Nc2nc(-c3ccc([N+](=O)[O-])cc3)cs2)cc1 returned FBW7 activator 0.2, TEAD-YAP block 1.3, MITF primary 18.4 and GPR151 activ -0.8.
Screening CCC(Sc1nc2ncccc2[nH]1)C(=O)NCCOC (stereo not drawn) returned FBW7 activator 0.0, TEAD-YAP block 1.4, MITF primary 2.9 and GPR151 activ 0.1.
For Cc1nn(S(=O)(=O)c2ccc([N+](=O)[O-])cc2)c(C)c1Sc1ccc(Cl)cc1 the results were FBW7 activator -0.1, TEAD-YAP block 2.3, MITF primary -12.5 and GPR151 activ 0.6.
For O=C(CCNS(=O)(=O)c1cccc(C(F)(F)F)c1)OCC(=O)c1ccc(F)cc1 the results were FBW7 activator 0.0, TEAD-YAP block -5.5, MITF primary 16.1 and GPR151 activ -2.1.
`Cn1c(CCNC(=O)C2CC23CCN(C2CCSCC2)CC3)nc2ccccc21` (stereo not drawn) gave FBW7 activator 0.0, TEAD-YAP block 15.7, MITF primary -1.6 and GPR151 activ 3.3.
COC(=O)c1cc(S(=O)(=O)Nc2cccc(C)c2)cn1C was read as FBW7 activator -0.1, TEAD-YAP block 1.0, MITF primary 8.2 and GPR151 activ 2.5.
CSc1ccc(/C=N/n2nnnc2N)cc1 was read as FBW7 activator 0.2, TEAD-YAP block -20.3, MITF primary 4.7 and GPR151 activ 2.3.
CC(C)[C@@H]1NC(=O)[C@@H]2C[C@H](NCc3ccc(Cl)s3)CN2C1=O was read as FBW7 activator 0.0, TEAD-YAP block -11.3, MITF primary -6.0 and GPR151 activ 0.6.
CN1CCC(NC(=O)C2(C)CC2(Cl)Cl)CC1 (stereo not drawn) was read as FBW7 activator 0.8, TEAD-YAP block 7.7, MITF primary 6.8 and GPR151 activ 1.4.
For Cc1cn2c(=O)c(C(=O)NCC(C)(C)C)cnc2s1 the results were FBW7 activator -0.3, TEAD-YAP block -12.4, MITF primary 2.1 and GPR151 activ 4.9.
COCCNC(=S)N/N=C/c1ccc(OCc2ccc(C(=O)OC)cc2)c(OC)c1 was read as FBW7 activator 0.5, TEAD-YAP block -9.8, MITF primary 7.0 and GPR151 activ 1.8.
Screening COC(C(=O)NCCSCc1ccc(Cl)cc1)c1ccccc1 (stereo not drawn) returned FBW7 activator 0.3, TEAD-YAP block 8.9, MITF primary -7.5 and GPR151 activ -0.5.
`O=C(O)CCN(CCC(=O)O)c1cccc(C(=O)O)c1` gave FBW7 activator 0.1, TEAD-YAP block -7.8, MITF primary 3.3 and GPR151 activ -0.6.
For Cc1ccc(COc2cccc(C=O)c2)cc1 the results were FBW7 activator 0.8, TEAD-YAP block -54.4, MITF primary 5.3 and GPR151 activ -2.8.
COc1ccc(NC(=O)CSc2nc3ccccc3c(=O)n2CCCC(=O)NCc2ccco2)c(OC)c1 was read as FBW7 activator 0.0, TEAD-YAP block -8.9, MITF primary -2.4 and GPR151 activ -0.5.
`CC(=O)Nc1ccc(S(=O)(=O)NNC(=O)c2ccccc2[N+](=O)[O-])cc1` gave FBW7 activator 0.1, TEAD-YAP block -14.4, MITF primary -0.2 and GPR151 activ 1.6.
Screening N#Cc1ccc(COc2ncnc3ccccc23)cc1 returned FBW7 activator 0.0, TEAD-YAP block 2.4, MITF primary -13.6 and GPR151 activ -0.2.
Screening COC(=O)c1cccc(N(CC(=O)NC2CCCC2)C(=O)CNC(=O)c2cccs2)c1 returned FBW7 activator 0.3, TEAD-YAP block -6.3, MITF primary -6.0 and GPR151 activ 1.6.
`COc1ccc(S(=O)(=O)NCC23CC4CC(CC(C4)C2)C3)cc1OC` gave FBW7 activator -0.1, TEAD-YAP block -0.5, MITF primary -5.5 and GPR151 activ -1.1.

Pulled by structure from above (4):
For Cc1nn(S(=O)(=O)c2ccc([N+](=O)[O-])cc2)c(C)c1Sc1ccc(Cl)cc1 the results were FBW7 activator -0.1, TEAD-YAP block 2.3, MITF primary -12.5 and GPR151 activ 0.6.
`O=C(O)CCN(CCC(=O)O)c1cccc(C(=O)O)c1` gave FBW7 activator 0.1, TEAD-YAP block -7.8, MITF primary 3.3 and GPR151 activ -0.6.
`COc1ccc(S(=O)(=O)NCC23CC4CC(CC(C4)C2)C3)cc1OC` gave FBW7 activator -0.1, TEAD-YAP block -0.5, MITF primary -5.5 and GPR151 activ -1.1.
Screening COC(C(=O)NCCSCc1ccc(Cl)cc1)c1ccccc1 (stereo not drawn) returned FBW7 activator 0.3, TEAD-YAP block 8.9, MITF primary -7.5 and GPR151 activ -0.5.

Next structures:
`CCCOC(=O)c1ccc(Nc2c(C(=O)OCC)cnc3c(C)cc(Cl)cc23)cc1` gave FBW7 activator -0.1, TEAD-YAP block 5.3, MITF primary 2.0 and GPR151 activ -1.2.
For Cc1ccc(N=C2NC(=O)/C(=C\c3cccc4ccccc34)S2)cc1 the results were FBW7 activator -0.1, TEAD-YAP block -1.8, MITF primary -6.5 and GPR151 activ 0.9.
`Cn1c(CNc2ccc(C(=O)O)cc2)nc2ccccc21` gave FBW7 activator 0.0, TEAD-YAP block 4.9, MITF primary -4.1 and GPR151 activ -4.3.
COc1ccc([N+](=O)[O-])c2ccc(=O)oc12 was read as FBW7 activator 0.1, TEAD-YAP block 0.4, MITF primary 10.3 and GPR151 activ -0.8.
`COCCn1c(C)cc(C(=O)COC(=O)/C=C/c2ccc3c(c2)OCO3)c1C` gave FBW7 activator -0.1, TEAD-YAP block -1.0, MITF primary -16.9 and GPR151 activ 0.8.
N#CC1=C(N)SC(N)=C(C#N)C1c1ccc(OCc2ccccc2)cc1 was read as FBW7 activator -0.1, TEAD-YAP block -0.9, MITF primary 5.8 and GPR151 activ -2.3.
For O=C(COC(=O)CCc1c[nH]c2ccccc12)Nc1ccc2[nH]c(=O)[nH]c2c1 the results were FBW7 activator 0.6, TEAD-YAP block 2.5, MITF primary 17.4 and GPR151 activ -2.0.
`Fc1ccc(C(c2nnnn2Cc2ccccc2)N2CCSCC2)cc1` (stereo not drawn) gave FBW7 activator 0.1, TEAD-YAP block -1.8, MITF primary 12.9 and GPR151 activ 0.5.
Screening CC1=C(C(=O)OC2CCCCC2)C(c2ccc(F)cc2)NC(=O)N1 (stereo not drawn) returned FBW7 activator 0.1, TEAD-YAP block 4.9, MITF primary 4.0 and GPR151 activ -0.9.
For CN(C)c1nc(NCCNS(=O)(=O)c2ccc(Cl)cc2)nc(N(C)C)n1 the results were FBW7 activator 0.3, TEAD-YAP block 1.2, MITF primary 4.6 and GPR151 activ 0.5.
`O=C(CSc1ccc2nnc(-c3cccnc3)n2n1)NCc1ccco1` gave FBW7 activator 0.3, TEAD-YAP block -4.2, MITF primary -6.7 and GPR151 activ -2.4.
CC(=O)N1N=C(c2ccc(C(C)(C)C)cc2)OC1(C)C was read as FBW7 activator 0.2, TEAD-YAP block -9.4, MITF primary 15.4 and GPR151 activ -0.9.
Screening Cc1cccc(NC(=O)CC(C(=O)O)N(C)C)c1C (stereo not drawn) returned FBW7 activator -0.1, TEAD-YAP block 4.9, MITF primary 7.0 and GPR151 activ 0.1.
For CCCCCCSC1=C(C#N)C(c2cccs2)C(C(=O)Nc2ccccc2OC)=C(C)N1 (stereo not drawn) the results were FBW7 activator 0.2, TEAD-YAP block 4.1, MITF primary -0.9 and GPR151 activ -0.5.
Screening CCCN1C(=O)NC2(CCN(C(=O)C(C)Oc3ccccc3)CC2)C1=O (stereo not drawn) returned FBW7 activator -0.1, TEAD-YAP block -1.9, MITF primary 1.1 and GPR151 activ -0.6.
For CN1NC2(CCCC2)NC1=S the results were FBW7 activator 0.0, TEAD-YAP block -4.7, MITF primary -6.8 and GPR151 activ 0.6.
CC(=O)N1CCN(c2ccc(NC(=O)c3cccc4ccccc34)cc2)CC1 was read as FBW7 activator 0.3, TEAD-YAP block 26.3, MITF primary 6.2 and GPR151 activ 0.0.
COc1ccccc1C1C(C#N)=C(N)Oc2cc(C)n(Cc3ccco3)c(=O)c21 (stereo not drawn) was read as FBW7 activator -0.1, TEAD-YAP block 1.5, MITF primary 0.1 and GPR151 activ 0.0.
CC(C)(O)C#Cc1ccc(C(=O)N2CCN(C/C=C/c3ccccc3)CC2)cc1 was read as FBW7 activator 0.4, TEAD-YAP block 11.5, MITF primary 9.9 and GPR151 activ -0.6.
COc1ccccc1CNc1nc(C)c(-c2ccn(CCO)n2)s1 was read as FBW7 activator 0.0, TEAD-YAP block -7.4, MITF primary -6.8 and GPR151 activ 0.3.

In the list so far, these have a tert-butyl group:
For Cc1cn2c(=O)c(C(=O)NCC(C)(C)C)cnc2s1 the results were FBW7 activator -0.3, TEAD-YAP block -12.4, MITF primary 2.1 and GPR151 activ 4.9.
CC(=O)N1N=C(c2ccc(C(C)(C)C)cc2)OC1(C)C was read as FBW7 activator 0.2, TEAD-YAP block -9.4, MITF primary 15.4 and GPR151 activ -0.9.

The results go on:
For O=C(/C=C/c1ccco1)NC(=S)Nc1ccc(Br)cn1 the results were FBW7 activator 0.0, TEAD-YAP block -17.9, MITF primary 15.5 and GPR151 activ 0.2.
Screening Cc1ccc(N)cc1S(=O)(=O)Nc1cccc(C(=O)O)c1 returned FBW7 activator -0.1, TEAD-YAP block -21.0, MITF primary -7.9 and GPR151 activ -0.5.
O=C(Nc1ccc2oc(=O)ccc2c1)c1ccc([N+](=O)[O-])cc1 was read as FBW7 activator 0.4, TEAD-YAP block 5.6, MITF primary 6.5 and GPR151 activ -0.4.
For CC(C)(C)NC(=O)CSc1nc2[nH]ncc2c(=O)[nH]1 the results were FBW7 activator -0.7, TEAD-YAP block -6.5, MITF primary -3.2 and GPR151 activ 4.5.
Screening COCCNC(=O)c1cccc(C)c1[N+](=O)[O-] returned FBW7 activator 0.0, TEAD-YAP block 4.7, MITF primary 7.6 and GPR151 activ 1.2.
Cc1cc(C)nc(Sc2c([N+](=O)[O-])cc(C(F)(F)F)cc2[N+](=O)[O-])n1 was read as FBW7 activator 0.2, TEAD-YAP block 13.8, MITF primary 20.7 and GPR151 activ 0.1.
Screening COc1ccc(N2C(=O)c3ccc(C(=O)OC4CC(C)CCC4C(C)C)cc3C2=O)cc1 (stereo not drawn) returned FBW7 activator 0.0, TEAD-YAP block 8.6, MITF primary -12.7 and GPR151 activ -0.3.
CC1=C(C(=O)OCC2CCCO2)C(c2ccc(OCc3ccccc3)cc2)NC(=O)N1 (stereo not drawn) was read as FBW7 activator -0.1, TEAD-YAP block 0.6, MITF primary -5.5 and GPR151 activ 0.4.
`Cc1ccc2nc(NCc3ccccn3)nc(-c3ccccc3)c2c1` gave FBW7 activator 0.5, TEAD-YAP block 17.4, MITF primary -13.8 and GPR151 activ 0.8.
`Cc1nc2ccc(NS(=O)(=O)c3ccccc3C(F)(F)F)cc2s1` gave FBW7 activator 0.0, TEAD-YAP block 11.1, MITF primary -0.3 and GPR151 activ 1.2.
COc1ccccc1-c1ncnn1-c1ccc(Cl)cc1 was read as FBW7 activator 0.2, TEAD-YAP block -7.8, MITF primary 15.2 and GPR151 activ -0.8.
Screening COCCCN1C(=O)c2ccccc2CC1(C)C(=O)NC1CCCCC1 (stereo not drawn) returned FBW7 activator -0.1, TEAD-YAP block -4.5, MITF primary 2.2 and GPR151 activ 2.8.
For Cc1ccc(CNC(=O)NCCN2CCN(c3ccccc3)CC2)cc1 the results were FBW7 activator -0.1, TEAD-YAP block 12.7, MITF primary -3.3 and GPR151 activ 0.9.
For OC1(c2cccnc2)CCN(Cc2ccccn2)CC1 the results were FBW7 activator 0.1, TEAD-YAP block 10.8, MITF primary -6.3 and GPR151 activ 0.4.
For c1ccc2c(c1)CCCN2c1nc(N2CCCCC2)nc(N2CCCc3ccccc32)n1 the results were FBW7 activator 0.0, TEAD-YAP block -6.8, MITF primary -5.2 and GPR151 activ 0.0.
Screening CC[n+]1ccc(C2C(C#N)=C(N)OC(C)=C2C(=O)O)cc1 (stereo not drawn) returned FBW7 activator -0.3, TEAD-YAP block -1.0, MITF primary 0.5 and GPR151 activ 0.6.
For CC(C)N1CCNC(=O)C1CC(=O)NCc1ccccc1OC(F)(F)F (stereo not drawn) the results were FBW7 activator -0.1, TEAD-YAP block 7.5, MITF primary -4.3 and GPR151 activ -0.2.
Screening CCOc1ccc(S(=O)(=O)N2CCC(C(N)=O)CC2)c2ccccc12 returned FBW7 activator -0.1, TEAD-YAP block -0.5, MITF primary 10.8 and GPR151 activ -1.6.
Screening Cn1c(SCC(=O)Nc2ccc3cn[nH]c3c2)nnc1-c1cccnc1 returned FBW7 activator -0.2, TEAD-YAP block -9.7, MITF primary -1.2 and GPR151 activ -0.5.
`CC(C)(C)C(=O)Nc1nnc(SCC(=O)NCc2ccc(F)cc2)s1` gave FBW7 activator 0.2, TEAD-YAP block 7.9, MITF primary 7.0 and GPR151 activ -1.0.
Screening COc1cccc(-n2nc(C(=O)N3CCN(c4ccc(F)cc4)CC3)c3ccccc3c2=O)c1 returned FBW7 activator 0.0, TEAD-YAP block 9.8, MITF primary -5.6 and GPR151 activ -1.4.
For CCCCCCCCCCCCC/C=C/[C@@H](O)[C@H](CO)NC(C)=O the results were FBW7 activator 0.2, MITF primary -0.8&-4.8 and GPR151 activ 2.5&0.2.
Screening COc1cccc(C(=O)NC(c2ccc(OC)c(OC)c2)c2cc(Cl)c3cccnc3c2O)c1 (stereo not drawn) returned FBW7 activator 0.0, TEAD-YAP block 5.2, MITF primary 16.1 and GPR151 activ -1.1.
